# Mtb BioA inh = inhibitors of Mycobacterium tuberculosis BioA enzyme. inhibition, % at 9.99 µM. AID 602481. hit rate 0.096% among 360,000. purified M. tuberculosis BioA enzyme, plate reader; in the data active = inhibition above about 40%
# Numbers without * were called inactive. Some of the compounds tested; count on the stated rates, not on these rows.
SMILES,Mtb BioA inh
C[C@@H]1CN([C@H](C)CO)C(=O)Cc2cc(NC(=O)Nc3ccc(C(F)(F)F)cc3)ccc2O[C@@H]1CN(C)CC1CCCCC1,-1.3
C[C@@H]1CN([C@H](C)CO)C(=O)c2cc(C#CCN(C)C)cnc2O[C@H]1CN(C)C(=O)c1cccnc1,0.9
CC(C)NC(=O)N1C[C@H]2[C@@H](c3ccccc31)[C@@H](CO)N2Cc1ccccn1,0.8
CN(C)C(=O)C[C@@H]1CC[C@@H](NC(=O)C2CCOCC2)[C@@H](CO)O1,-0.6
COc1ccc(NC(=O)Nc2cccc3c2O[C@H](CN(C)Cc2ccc(C(=O)O)cc2)[C@H](C)CN([C@@H](C)CO)C3=O)cc1,-1.1
CCCC(=O)Nc1ccc2c(c1)C(=O)N(C)[C@H]1CC[C@@H](CC(=O)NCCOC)O[C@@H]1CO2,-1.5
COc1ccc(NC(=O)N(C)C[C@H]2Oc3c(NC(=O)C4CCCCC4)cccc3C(=O)N([C@@H](C)CO)C[C@H]2C)cc1,-0.9
COCC#Cc1ccc2c(c1)O[C@H](CN(C)C(=O)Nc1ccc(OC)cc1)[C@@H](C)CN([C@@H](C)CO)S2(=O)=O,3.8
COCC(=O)N1C[C@@H](C)[C@H](OC)CN(C)C(=O)c2cc(NC(=O)Nc3ccccc3)ccc2OC[C@@H]1C,-2.0
CN(C)C(=O)c1ccc(-c2ccc([C@H]3[C@@H](C#N)N(C(=O)C4CCC4)[C@@H]3CO)cc2)cc1,-1.1
C[C@@H]1CN([C@@H](C)CO)S(=O)(=O)c2ccc(C#Cc3ccccc3)cc2O[C@@H]1CN(C)C(=O)C1CC1,-0.8
C[C@H](CO)N1C[C@H](C)[C@@H](CN(C)C(=O)c2cnccn2)Oc2ncc(-c3cccc(C#N)c3)cc2C1=O,2.2
O=C(C[C@@H]1CC[C@@H]2[C@H](COC[C@H](O)CN2C(=O)c2ccccn2)O1)NC1CCC1,-0.4
Cc1noc(C)c1NC(=O)Nc1ccc2c(c1)C(=O)N([C@@H](C)CO)C[C@H](C)[C@H](CN(C)C(=O)NC(C)C)O2,5.1
CCC(=O)N1C[C@@H](C)[C@H](OC)CN(C)C(=O)c2ccc(NC(=O)c3cc(C)on3)cc2OC[C@@H]1C,-0.7
C[C@H]1CN([C@@H](C)CO)C(=O)c2cc(C#CC3CC3)cnc2O[C@H]1CN(C)C(=O)Nc1ccc(F)cc1,0.6
CNC(=O)C[C@@H]1CC[C@@H]2[C@@H](COc3ccc(NC(=O)Nc4cccc(C)c4)cc3C(=O)N2C)O1,-4.1
CCCNC(=O)Nc1ccc2c(c1)C(=O)N(C)C[C@H](OC)[C@H](C)CN(C(C)=O)[C@H](C)CO2,-0.8
COc1ccccc1-c1cn(CC[C@H]2CC[C@H](NS(=O)(=O)c3ccccc3C)[C@@H](CO)O2)nn1,-0.8
Cc1noc(C)c1S(=O)(=O)Nc1ccc2c(c1)C(=O)N([C@@H](C)CO)C[C@H](C)[C@@H](CN(C)S(=O)(=O)c1ccccc1)OCCCC[C@@H](C)O2,1.1
COc1cccc(NC(=O)N[C@H]2CC[C@H](CC(=O)NCc3ccncn3)O[C@H]2CO)c1,1.6
C[C@H]1CN([C@@H](C)CO)C(=O)c2cc(NC(=O)NC3CCCCC3)ccc2O[C@@H]1CN(C)C(=O)Nc1ccccc1,-5.8
COc1ccc(NC(=O)N(C)C[C@H]2OCCCC[C@@H](C)Oc3ccc(NC(=O)NC(C)C)cc3C(=O)N([C@H](C)CO)C[C@@H]2C)cc1,1.6
C[C@H]1CN([C@@H](C)CO)C(=O)c2cc(C#Cc3ccccc3)cnc2O[C@H]1CN(C)CC1CCOCC1,-1.9
CO[C@H]1CN(C)C(=O)c2cc(NC(=O)Nc3ccc(Cl)cc3)ccc2OC[C@H](C)N(C(=O)Nc2c(C)noc2C)C[C@@H]1C,-0.8

# Further compounds follow:
SMILES,Mtb BioA inh
C[C@H](O)C#Cc1ccc2c(c1)O[C@@H](CN(C)CC1CCCC1)[C@H](C)CN([C@@H](C)CO)S2(=O)=O,3.8
C[C@H](CO)N1C[C@H](C)[C@H](CN(C)Cc2ccccn2)Oc2ncc(C#Cc3cccc(F)c3)cc2C1=O,-9.0
C[C@H]1CCCCO[C@@H](CN(C)S(=O)(=O)c2cccs2)[C@@H](C)CN([C@@H](C)CO)C(=O)c2cc(NS(=O)(=O)c3cn(C)cn3)ccc2O1,0.9
O=C(C[C@H]1CC[C@H]2[C@@H](COC[C@H](O)CN2C(=O)c2cccnc2)O1)NCC1CC1,-2.5
CO[C@@H]1CN(C)C(=O)c2cc(NC(=O)C3CCOCC3)ccc2OC[C@H](C)N(Cc2cccnc2)C[C@H]1C,-4.7
O=C(C1CCCCC1)N1[C@H](CO)[C@H]2c3ccccc3NC[C@H]21,1.6
C[C@@H]1CCCCO[C@H](CN(C)C(=O)Nc2ccc3c(c2)OCO3)[C@@H](C)CN([C@@H](C)CO)C(=O)c2cc(NS(=O)(=O)c3cccs3)ccc2O1,-0.5
CO[C@@H]1CN(C)C(=O)c2ccc(NC(=O)C3CC3)cc2OC[C@H](C)N(C)C[C@@H]1C,-4.8
C[C@@H]1CN([C@@H](C)CO)C(=O)CCCn2nncc2CO[C@@H]1CN(C)C(=O)Nc1ccc2c(c1)OCCO2,-2.1
CO[C@@H]1CN(C)C(=O)c2ccc(NC(=O)NC(C)C)cc2OC[C@H](C)N(Cc2ccccc2)C[C@H]1C,1.4
C[C@H](CO)N1C[C@H](C)[C@H](CN(C)Cc2cccc(F)c2)Oc2ncc(-c3cccc(F)c3)cc2C1=O,3.7
COCC(=O)Nc1ccc2c(c1)C(=O)N(C)C[C@H](OC)[C@@H](C)CN(Cc1ccccc1OC)[C@@H](C)CO2,-0.4
C[C@H]1CN([C@@H](C)CO)C(=O)c2cc(NS(C)(=O)=O)ccc2O[C@@H]1CN(C)Cc1ccccc1,-0.8
Cn1cnc(CCNC(=O)C[C@H]2CC[C@H]3[C@@H](COC[C@@H](O)CN3C(=O)C3CCCC3)O2)c1,-0.6
C[C@@H]1CCCCO[C@@H](CN(C)C(=O)Cc2ccccc2)[C@H](C)CN([C@H](C)CO)C(=O)c2cc(NC(=O)Nc3ccc(F)cc3)ccc2O1,0.3
C[C@@H]1CN([C@H](C)CO)C(=O)c2cc(-c3ccc(C#N)cc3)cnc2O[C@@H]1CN(C)C(=O)Nc1ccc(F)cc1,-2.4
CCC(=O)N(C)C[C@@H]1Oc2cc(C#C[C@@H](C)O)ccc2S(=O)(=O)N([C@@H](C)CO)C[C@H]1C,0.5
COC(=O)[C@@H]1[C@@H](CO)[C@@H]2Cn3c(ccc(-c4cccnc4)c3=O)[C@H]1N2S(=O)(=O)c1ccccc1F,0.3
CCCNC(=O)C[C@@H]1CC[C@H]2[C@@H](COc3ccc(NC(=O)c4cccs4)cc3C(=O)N2C)O1,-1.2
COC(=O)C[C@@H]1C[C@H]2c3cc(NC(=O)Nc4ccc(F)cc4)ccc3O[C@H]2[C@@H](CO)O1,1.8
Cc1noc(C)c1NC(=O)N[C@@H]1CC[C@H](CC(=O)NCc2ccc(Cl)c(Cl)c2)O[C@@H]1CO,3.6
C[C@@H]1CCCCO[C@H](CN(C)Cc2ccc(Cl)c(Cl)c2)[C@@H](C)CN([C@H](C)CO)C(=O)c2cc(NS(=O)(=O)c3ccccc3)ccc2O1,-2.5
CO[C@H]1CN(C)C(=O)c2ccc(NS(=O)(=O)c3cn(C)cn3)cc2OC[C@H](C)N(C)C[C@H]1C,-1.7
C[C@@H](NC(=O)C[C@H]1C=C[C@@H](NC(=O)C2CCC2)[C@H](CO)O1)c1ccccc1,-2.2
C[C@H]1CN([C@@H](C)CO)C(=O)Cc2cc(NS(=O)(=O)c3ccc(Cl)cc3)ccc2O[C@H]1CN(C)C,-2.4

# 7 compounds already listed, sorted by formula weight, high to low.
SMILES,Mtb BioA inh
C[C@@H]1CCCCO[C@@H](CN(C)C(=O)Cc2ccccc2)[C@H](C)CN([C@H](C)CO)C(=O)c2cc(NC(=O)Nc3ccc(F)cc3)ccc2O1,0.3
CO[C@@H]1CN(C)C(=O)c2cc(NC(=O)C3CCOCC3)ccc2OC[C@H](C)N(Cc2cccnc2)C[C@H]1C,-4.7
COC(=O)[C@@H]1[C@@H](CO)[C@@H]2Cn3c(ccc(-c4cccnc4)c3=O)[C@H]1N2S(=O)(=O)c1ccccc1F,0.3
C[C@H](CO)N1C[C@H](C)[C@H](CN(C)Cc2cccc(F)c2)Oc2ncc(-c3cccc(F)c3)cc2C1=O,3.7
CO[C@H]1CN(C)C(=O)c2ccc(NS(=O)(=O)c3cn(C)cn3)cc2OC[C@H](C)N(C)C[C@H]1C,-1.7
C[C@H](O)C#Cc1ccc2c(c1)O[C@@H](CN(C)CC1CCCC1)[C@H](C)CN([C@@H](C)CO)S2(=O)=O,3.8
O=C(C1CCCCC1)N1[C@H](CO)[C@H]2c3ccccc3NC[C@H]21,1.6

# Later entries
SMILES,Mtb BioA inh
CN(C)CC#Cc1ccc([C@@H]2[C@H]3CN(CC4CC4)CCCCN3[C@H]2CO)cc1,-0.9
Cc1ccc(S(=O)(=O)NCC[C@@H]2CC[C@@H](NC(=O)Nc3ccccc3F)[C@@H](CO)O2)cc1,-3.4
Cc1ccc(S(=O)(=O)N2CC[C@H]3[C@@H](CO)N(C)c4ccc(C#Cc5cccnc5)cc4[C@H]32)cc1,-0.2
O=C(C[C@H]1C=C[C@H](NC(=O)Nc2cc(F)ccc2F)[C@H](CO)O1)NCc1ccc2c(c1)OCO2,-0.2
O=C(c1ccccc1)N1C[C@@H]2[C@H](c3ccccc31)[C@H](CO)N2Cc1ccccc1F,-5.0
CCCNC(=O)Nc1ccc2c(c1)C(=O)N(C)[C@H]1CC[C@@H](CC(=O)O)O[C@H]1CO2,-4.3
CC(C)c1cn(CC[C@@H]2CC[C@H](NS(=O)(=O)Cc3ccccc3)[C@H](CO)O2)nn1,1.9
O=C(C[C@H]1CC[C@@H]2[C@H](COC[C@H](O)CN2C(=O)c2cccnc2)O1)Nc1ccc(-c2ccccc2)cc1,3.1
Cc1noc(C)c1NC(=O)Nc1ccc2c(c1)C(=O)N([C@@H](C)CO)C[C@@H](C)[C@H](CN(C)Cc1ccc(C(F)(F)F)cc1)O2,0.3
C[C@H](CO)N1C[C@H](C)[C@H](CN(C)Cc2ccc3c(c2)OCO3)Oc2ncc(-c3ccccc3)cc2C1=O,15
CCc1csc(N2[C@H](C#N)[C@@H](c3ccc(-c4cccc(F)c4)cc3)[C@H]2CO)n1,-1.0
CCCNC(=O)Nc1ccc2c(c1)C(=O)N(C)[C@@H]1CC[C@@H](CC(=O)NCCCN(C)C)O[C@H]1CO2,0.4
C[C@@H]1CN([C@H](C)CO)C(=O)c2cccc(NC(=O)Nc3ccccc3)c2O[C@@H]1CN(C)C(=O)Nc1ccc(C(F)(F)F)cc1,6.3
C[C@H](CO)N1C[C@H](C)[C@H](CN(C)C(=O)Nc2ccccc2)Oc2ccc(NC(=O)Cc3ccccc3)cc2CC1=O,-2.8
C[C@H](CO)N1C[C@H](C)[C@H](CN(C)S(C)(=O)=O)Oc2ccc(NC(=O)Nc3cccc4ccccc34)cc2CC1=O,0.7
CCCNC(=O)[C@@H]1[C@@H](CO)[C@@H]2Cn3c(ccc(/C=C/c4ccccc4)c3=O)[C@H]1N2C(=O)C1CCC1,-0.5
O=C(CN1CCOCC1)NCC[C@H]1CC[C@H](NC(=O)Nc2ccc(Cl)cc2)[C@@H](CO)O1,3.5
C[C@H](CO)N1C[C@H](C)[C@@H](CN(C)C(=O)Nc2cccc3ccccc23)Oc2c(NS(=O)(=O)c3ccccc3)cccc2C1=O,0.1
C[C@@H]1CCCCO[C@H](CN(C)CC2CC2)[C@@H](C)CN([C@H](C)CO)C(=O)c2cc(NS(=O)(=O)c3ccccc3)ccc2O1,-0.7
C[C@@H]1CN([C@H](C)CO)C(=O)c2cccc(NC(=O)c3cnccn3)c2O[C@@H]1CN(C)CC1CCCCC1,-0.1
O=C(Cc1ccncc1)NCC[C@@H]1CC[C@@H](NC(=O)C2CCCC2)[C@H](CO)O1,0.7
CC(C)CC#Cc1ccc2c(c1)O[C@H](CN(C)C(=O)c1cnccn1)[C@@H](C)CN([C@H](C)CO)S2(=O)=O,0.4
O=C(Nc1nccs1)[C@H]1[C@H](CO)[C@H]2Cn3c(cccc3=O)[C@@H]1N2C(=O)C1CCCC1,-0.3
COc1ccc(CN(C)C[C@@H]2OCCCC[C@H](C)Oc3ccc(NC(=O)NC4CCCCC4)cc3C(=O)N([C@@H](C)CO)C[C@@H]2C)cc1,3.0
CN(C)CC(=O)Nc1ccc2c(c1)[C@H]1C[C@@H](CC(=O)NCc3cc(F)ccc3F)O[C@H](CO)[C@H]1O2,-1.9

# Next structures follow.
SMILES,Mtb BioA inh
COc1ccc(NC(=O)N2C[C@@H](O)COC[C@H]3O[C@H](CC(=O)N4CCCCC4)CC[C@@H]32)cc1,0.2
O=C([C@H]1[C@H](CO)[C@H]2Cn3c(ccc(-c4ccncc4)c3=O)[C@H]2N1CCC(F)(F)F)N1CCOCC1,-1.0
CN(C)CC#Cc1ccc([C@@H]2[C@H]3CN(C(=O)Nc4cc(F)ccc4F)CCCCN3[C@H]2CO)cc1,-0.6
Cc1ccccc1S(=O)(=O)N1CCCCN2[C@H](CO)[C@@H](c3ccc(-c4cncnc4)cc3)[C@H]2C1,-1.4
Cc1noc(C)c1S(=O)(=O)N(C)C[C@@H]1Oc2ccc(NC(=O)CCC(F)(F)F)cc2CC(=O)N([C@H](C)CO)C[C@@H]1C,1.0
C[C@@H]1CCCCO[C@@H](CN(C)S(=O)(=O)c2cn(C)cn2)[C@H](C)CN([C@H](C)CO)C(=O)c2cc(NS(=O)(=O)c3ccc(F)cc3)ccc2O1,0.3
CO[C@@H]1CN(C)C(=O)c2ccc(NC(=O)C3CCCC3)cc2OC[C@@H](C)N(C)C[C@H]1C,-6.3

# 2 of these compounds in a different format.
SMILES | Mtb BioA inh
Cc1noc(C)c1S(=O)(=O)N(C)C[C@@H]1Oc2ccc(NC(=O)CCC(F)(F)F)cc2CC(=O)N([C@H](C)CO)C[C@@H]1C | 1.0
C[C@@H]1CCCCO[C@@H](CN(C)S(=O)(=O)c2cn(C)cn2)[C@H](C)CN([C@H](C)CO)C(=O)c2cc(NS(=O)(=O)c3ccc(F)cc3)ccc2O1 | 0.3
